# Assay outcomes deposited in PubChem by Sanford-Burnham Center for Chemical Genomics.
# Mac1 fbg enh: CD11b/CD18-fibrinogen binding enhancement; P05107+P11215; K562 CD11b/CD18 adhesion to fibrinogen, ATPlite luminescence; activation, % at 10 µM; 93,000 tested, 0.07% active; AID 1499;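 active means 10 µM primary screen giving 50% or more activity, confirmed by 40% or more on retest at that dose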; further: strong numbers were not always called active; reference of the scale not given here
# CYP2C19 inhib: human CYP2C19 inhibition | 96,000 tested, 21% active | P33261 | inhibition, % at 5 µM | AID 778 | CYP2C19 Supersomes, luciferin-H EGE luminescence, 30 min;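 active means CYP2C19 inhibition above a set limit at 5 µM in the primary screen, cut at about 50% in these data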;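 further: plate controls were negative control wells for no effect and 2.5 mM tranylcypromine positive control for full effect; values of inactives mirror those of a sister screen read the other way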
# PLAP activator: human PLAP activation. activation fold at 20 µM. P05187. AID 696. purified PLAP enzyme, luminescent substrate read-out; stronger effect = higher value. 96,000 tested, 1.2% active; in the data active means activation fold above about 2
# Target sequence (P05187 whole entry, looked up): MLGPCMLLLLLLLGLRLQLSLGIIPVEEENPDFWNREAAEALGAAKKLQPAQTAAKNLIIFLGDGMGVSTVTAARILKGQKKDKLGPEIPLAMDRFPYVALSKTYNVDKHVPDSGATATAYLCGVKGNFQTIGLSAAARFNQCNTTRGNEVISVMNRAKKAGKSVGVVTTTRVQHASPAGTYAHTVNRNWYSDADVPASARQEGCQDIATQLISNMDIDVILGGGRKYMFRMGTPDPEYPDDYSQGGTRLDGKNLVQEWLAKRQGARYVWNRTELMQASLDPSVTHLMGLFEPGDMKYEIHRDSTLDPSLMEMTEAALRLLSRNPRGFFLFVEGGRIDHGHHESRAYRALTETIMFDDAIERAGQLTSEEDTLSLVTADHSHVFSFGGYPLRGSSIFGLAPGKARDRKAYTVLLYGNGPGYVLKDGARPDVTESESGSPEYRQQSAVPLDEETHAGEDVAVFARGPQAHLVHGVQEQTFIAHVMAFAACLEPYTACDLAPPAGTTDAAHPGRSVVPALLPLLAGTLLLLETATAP
# Mac1 fbg inh: blocks human CD11b/CD18 adhesion to fibrinogen; K562 CD11b/CD18 adhesion to fibrinogen, ATPlite luminescence; Mn2+ added to activate the integrin; inhibition, % at 10 µM; 93,000 tested, 0.54% active;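 active means primary inhibition of 50% or more at 10 µM, then 40% or more on retest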; further: some results filed as inactive read as strong as hits
# CYP2C19 act: increases human CYP2C19 enzyme activity; P33261; recombinant CYP2C19, luciferin-H EGE luminescence; stronger effect = higher value; 0 = fully inhibited enzyme, 1 = untreated enzyme; activation factor at 5 µM; 96,000 tested, under 10 active; AID 1025;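 active means activation factor of at least 2 at 5 µM in the primary screen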;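 further: 0 = wells with 2.5 mM tranylcypromine and 1 = vehicle-only wells; values of inactives mirror those of a sister screen read the other way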
# CYP2C9 inh: blocks human cytochrome P450 2C9; inhibition, % at 5 µM; 96,000 tested, 20% active; CYP2C9 Supersomes, luciferin-H conversion, luminescence; P11712;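 active means blocking of liver enzyme CYP2C9 beyond about 50% at 5 µM, limit read from the data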; further: values of inactives mirror those of a sister screen read the other way
# Target sequence (P11712 whole entry, looked up): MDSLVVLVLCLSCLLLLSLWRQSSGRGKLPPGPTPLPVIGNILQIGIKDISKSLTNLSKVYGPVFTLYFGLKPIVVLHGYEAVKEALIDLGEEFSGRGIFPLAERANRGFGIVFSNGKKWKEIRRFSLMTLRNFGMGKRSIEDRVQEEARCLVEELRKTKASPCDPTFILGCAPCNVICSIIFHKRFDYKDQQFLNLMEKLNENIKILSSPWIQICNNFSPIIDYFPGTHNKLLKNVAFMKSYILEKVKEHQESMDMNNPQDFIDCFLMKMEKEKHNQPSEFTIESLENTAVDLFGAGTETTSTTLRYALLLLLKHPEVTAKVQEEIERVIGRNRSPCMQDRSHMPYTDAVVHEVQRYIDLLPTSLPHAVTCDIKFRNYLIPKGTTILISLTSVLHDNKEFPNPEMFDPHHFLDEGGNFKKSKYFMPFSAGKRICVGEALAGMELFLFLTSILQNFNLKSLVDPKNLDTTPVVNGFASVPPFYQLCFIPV
# MT1-MMP txn act: MT1-MMP promoter transcription activation; HT1080 MT1-MMP promoter luciferase reporter, luminescence, overnight; stronger effect = higher value; activation factor at 10 µM; 86,000 tested, 0.16% active;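 active means activation factor of at least 2 for MT1-MMP transcription at 10 µM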
# PTK2B oligo ant: Pyk2 (human) oligomerization antagonism; Q293 cells, Pyk2 FERM NanoBiT luminescence; stronger effect = lower value; z-score (the deposit names both 25 µM and 10 µM); 99,000 tested, 0.83% active; AID 1347419;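 active means Z-score of -3 or lower, scaled per plate to the spread of control and sample wells; inactive means z-score above -3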;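 further: negative z-score means lost luminescence so less FERM oligomerization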
# CYP2C9 act: CYP2C9 (human) activation. P11712. recombinant CYP2C9, luciferin-H conversion, luminescence; stronger effect = higher value; factor 1 = untreated enzyme, 0 = blocked. activation factor at 5 µM. 96,000 tested, 1.4% active. AID 1024;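 active means activation factor of 2 or more for CYP2C9 at a 5 µM dose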;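 further: 0 = sulfaphenazole-blocked wells and 1 = vehicle-only wells; values of inactives mirror those of a sister screen read the other way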
# Active calls of the source: *; . = no result given.
Mac1 fbg enh	CYP2C19 inhib	PLAP activator	Mac1 fbg inh	CYP2C19 act	CYP2C9 inh	MT1-MMP txn act	PTK2B oligo ant	CYP2C9 act	molecule
5	-11	1.1	0	1.1	-10	1.1	-0.63	1.1	Cc1cc(NC(=O)c2cnn3c(C(F)F)cc(C4CC4)nc23)no1
-2	69*	1.5	9	0.3	83*	1.3	-0.17	0.2	CCN(CC(=O)Nc1cc(C)nn1-c1nc(C)cc(C)n1)Cc1ccccc1
2	16	0.9	-8	0.8	-18	1.1	1	1.2	COc1ccc(C)cc1NC(=O)CSc1nnc(CC(=O)Nc2cccc(C(F)(F)F)c2)n1C
-1	66*	1.4	9	0.3	98*	1.1	-0.13	0	CCNC(=O)NC(=O)C(C)OC(=O)c1cc(S(=O)(=O)N2CCCCCC2)ccc1OC (centres undefined)
-5	37	1	-6	0.6	-6	2.8*	0.39	1.1	Cn1c(SCC(=O)c2ccc(F)cc2)nnc1-c1cnccn1
-1	87*	1.3	-40	0.1	70*	.	1.3	0.3	Cc1ccc(S(=O)(=O)N/N=C\c2ccc(Cl)c([N+](=O)[O-])c2)cc1
-2	94*	0.7	-7	0.1	43	0.9	0.28	0.6	Cc1cc(Cl)c(OCCCn2cncn2)c(Br)c1
1	-6	1.8	4	1.1	-11	1.1	-1	1.1	COc1ccc(CNC(=O)C2CCCN(S(=O)(=O)c3c(C)n[nH]c3C)C2)cc1 (centres undefined)
-2	38	0.9	-5	0.6	4	1.1	1.8	1	CC12CC3(C)CC(C)(C1)CC(NC(=O)N1CCCC1)(C2)C3
2	-6	0.9	8	1.1	11	1.2	.	0.9	Cc1nnc(NC(=O)c2ccco2)s1
2	6	0.9	8	0.9	-8	0.9	.	1.1	COc1cccc(C(=O)OCCN(C)C(C)(C)C)c1
0	50	1.4	-17	0.5	79*	1	-0.7	0.2	Cc1cc(C)n(-c2nc(SCC(=O)N3CCCC3)c3c4c(sc3n2)CCCC4)n1
-1	48	1.1	-19	0.5	-33	1.1	0.24	1.3	CC1CCCCC1NC(=O)CN(C)S(=O)(=O)c1cccc2nsnc12 (centres undefined)
3	-7	1.1	10	1.1	45	1	0.26	0.6	NC(=O)c1sc2nc3c(c(-c4ccco4)c2c1N)CCC3
-1	3	0.7	0	1	2	1.1	0.49	1	Cc1c(SCCO)c(=O)[nH]c2cc3c(cc12)OCO3
-3	14	1	6	0.9	22	.	-0.4	0.8	COc1ccc(C2C(C#N)=C(N)Oc3c2sc2nc(C)cc(C)c32)cc1 (centres undefined)
-1	3	1	6	1	-28	1.7	1.3	1.3	COc1ccc(-c2nnc(SCC(=O)Nc3cccc(Cl)c3)o2)cc1
-2	28	1.8	39	0.7	17	1	.	0.8	c1ccc(N2CCOCC2)c(Nc2nc3ccccc3n3cnnc23)c1
.	75*	1.1	.	0.2	39	.	.	0.6	COc1cccc(-c2nc(-c3ccccn3)no2)c1
-4	8	1	-5	0.9	19	.	0.46	0.8	CCOC(=O)c1ccc(CNC(=O)CCC(=O)O)cc1
-3	6	0.9	-5	0.9	4	1.2	-0.11	1	CCNc1nc2ccccc2[nH]1
4	58*	0.8	-4	0.4	52*	0.9	-0.14	0.5	Cc1cccc(Nc2nc(-c3ccccn3)cs2)n1
8	-5	2.1*	-8	1	-5	.	0.79	1.1	COc1cccc(/C=N/NC(=O)CSc2nnc(C)n2-c2ccccc2)c1O
-2	9	0.9	-55	0.9	41	.	-2.2	0.6	CCOC(=O)c1c(NC(=O)c2c(-c3ccccc3)noc2C)sc(C)c1-c1ccccc1
.	-5	0.9	.	1	7	1.2	.	0.9	CC1CCN(c2nc3c(c(=O)n(C)c(=O)n3C)n2CCSc2nc3ccccc3o2)CC1
-1	25	1.2	4	0.8	14	1.1	0.52	0.9	CCC(C)(C)NC(=O)C(c1ccco1)N(C(=O)Cn1nnc2ccccc21)c1ccc2c(c1)OCO2 (centres undefined)
0	49	1.2	-39	0.5	48	1.1	-0.47	0.5	CCCCN(Cc1cc2cc(OC)ccc2[nH]c1=O)C(=O)c1ccccn1
2	8	0.9	-6	0.9	20	1.4	-0.19	0.8	COc1ccc(NC(=O)C2CCN(C(=O)NC3CCCCC3)CC2)c(OC)c1
-5	3	1.4	7	1	14	1.1	.	0.9	Cc1ccc2oc3c(c(=O)c2c1)C(c1cccc(Cl)c1)N(CCCN1CCOCC1)C3=O (centres undefined)
.	38	1	.	0.6	71*	1.2	0.1	0.3	CCCCn1nnnc1NCc1ccc(N2CCCC2)cc1
.	27	1.1	.	0.7	-5	1.1	0.2	1.1	COc1cccc(C2C3(C#N)C(N)=NC(OC)(OC)C23C#N)c1 (centres undefined)
-1	5	1	-21	0.9	-44	1.2	.	1.4	COCCCNC(=O)CC1Oc2ccccc2NC1=O (centres undefined)
2	65*	1.7	2	0.3	94*	1.2	0.45	0.1	CCc1cc2ccc(C)cc2nc1SCC(=O)N1CCN(C(=O)c2ccco2)CC1
-5	11	1.1	-11	0.9	-44	.	0.76	1.4	Cn1cc(C(=O)C(F)(F)F)c2ccccc21
3	7	1.2	-8	0.9	-18	1	-0.64	1.2	COCCN(Cc1cc2ccccc2[nH]c1=O)C(=O)c1ccccc1OC
2	24	1.1	8	0.8	-2	.	1.5	1	Cc1ccc(C(=O)Nc2ccc(OCc3ccccc3)cc2)cc1[N+](=O)[O-]
-2	1	1.5	12	1	18	1.1	-0.27	0.8	Cc1ccc(S(=O)(=O)N2CCCCC2C(=O)N2CCN(C)CC2)cc1 (centres undefined)
0	-8	1.4	10	1.1	11	1.1	-0.16	0.9	Cc1nn(-c2ccccc2)c2sc(C(=O)NCCN3CCOCC3)cc12
-2	84*	0.9	-19	0.2	96*	1	-0.84	0	COCCOC(=O)C1=C(C)NC2=C(C(=O)CCC2)C1c1ccc2c(c1)OCO2 (centres undefined)
-2	4	0.9	-11	1	36	1.1	-0.29	0.6	Cc1cccc2nc(Cn3c(=O)n(CCC(=O)NCc4ccco4)c(=O)c4sccc43)cc(=O)n12
-1	32	1.6	-15	0.7	44	1.1	-0.55	0.6	CCN(CCO)c1ccc(-n2c(N)c(C(=O)OC)c3nc4ccccc4nc32)cc1
-2	50*	1.1	-16	0.5	80*	1	-1.5	0.2	CCOC(=O)c1c(C)[nH]c(C(=O)OCc2c(C)noc2C)c1C
.	-2	1.1	.	1	19	1.1	-2.6	0.8	COc1ccc(-c2nnc(-c3ccc(OCC(C)C)cc3)o2)cc1
-2	38	1	5	0.6	-44	1	0.46	1.4	COc1ccc(S(=O)(=O)NC(CC(=O)NCc2ccccc2OC)c2ccco2)cc1 (centres undefined)
-9	-18	0.8	-9	1.2	4	1.2	14	1	COc1ccc(-c2cc(-c3ccccc3)c(C#N)c(S(C)(=O)=O)n2)cc1
-4	16	1.1	-10	0.8	82*	1.4	-0.47	0.2	C=CCOC(=O)c1sc(NC(=O)c2ccco2)nc1C
4	-7	1.2	6	1.1	-7	1.1	1.4	1.1	Cc1nn(C)c(C)c1NC(=O)CN1CCC(O)(c2ccc3c(c2)OCO3)CC1
-3	6	1	-18	0.9	9	1.1	0.66	0.9	COc1ccc(N2C(=O)CC(Sc3nnc(-c4ccccc4)o3)C2=O)cc1 (centres undefined)
0	13	1.2	-3	0.9	-92	.	-1.4	1.9	CCOC(=O)Oc1ccc2c(=O)c(Oc3cc(C)cc(C)c3)coc2c1
-2	65*	1.3	-15	0.3	76*	1.1	0.94	0.2	Cc1ccc(S(=O)(=O)N2CCOCC2)cc1C(=O)NCCCn1ccnc1

# Continuation:
Mac1 fbg enh	CYP2C19 inhib	PLAP activator	Mac1 fbg inh	CYP2C19 act	CYP2C9 inh	MT1-MMP txn act	PTK2B oligo ant	CYP2C9 act	molecule
4	36	0.8	-18	0.6	49	1.1	1.8	0.5	CCC(C)NS(=O)(=O)c1ccc(OCC(=O)NCc2ccc3c(c2)OCO3)cc1 (centres undefined)
-3	9	1.5	5	0.9	7	1.1	0.25	0.9	O=C(c1ccc(Cl)cc1)c1ccc(OCC(O)CN2CCCCC2)cc1 (centres undefined)
-3	49	1.6	15	0.5	89*	.	0.19	0.1	Cc1cccc(OCC(=O)NC(C)C(=O)N/N=C/c2c(OCc3ccccc3)ccc3ccccc23)c1 (centres undefined)
2	5	0.9	-4	0.9	1	.	0.35	1	N/C(=N\OC(=O)CCC1CCCCC1)c1ccccn1
1	97*	1.9	5	0	-40	1.1	-0.86	1.4	COc1ccc(OCC(=O)Nc2cccc3cccnc23)cc1
-2	47	1.2	-1	0.5	62*	.	-0.47	0.4	Fc1ccc(-c2nc3ccncc3[nH]2)cc1
4	28	1.5	-41	0.7	-25	1.2	0.01	1.2	Cc1cc(C)cc(N(CC(=O)NC2CC3CCC2C3)S(C)(=O)=O)c1 (centres undefined)
0	65*	1.1	-10	0.4	-15	1.1	-0.2	1.1	COc1ccc(CNC(=O)CSc2ncn[nH]2)cc1
0	-5	1	-1	1	-11	1.1	-0.48	1.1	CC(C)(C)NC(=O)NC(=O)COC(=O)c1ccco1
6	57*	1.2	1	0.4	61*	.	.	0.4	Cc1ccc2cc(C)c3nnc(SCC(=O)Nc4nc5c(s4)CCCC5)n3c2c1

# Look-ups from the entries so far.
# Under Mac1 fbg enh, O=C(c1ccc(Cl)cc1)c1ccc(OCC(O)CN2CCCCC2)cc1 (centres undefined) has -3
# Under CYP2C19 inhib, Cc1ccc2cc(C)c3nnc(SCC(=O)Nc4nc5c(s4)CCCC5)n3c2c1 has 57*
# Under PLAP activator, Cc1cc(C)cc(N(CC(=O)NC2CC3CCC2C3)S(C)(=O)=O)c1 (centres undefined) has 1.5

# Next compounds follow:
Mac1 fbg enh	CYP2C19 inhib	PLAP activator	Mac1 fbg inh	CYP2C19 act	CYP2C9 inh	MT1-MMP txn act	PTK2B oligo ant	CYP2C9 act	molecule
0	2	1.3	-10	1	10	1.1	.	0.9	Cn1cccc1Cc1nnc(SCC(=O)NCC2CCCO2)n1-c1ccc(F)cc1 (centres undefined)
.	14	1.1	.	0.9	10	.	1.3	0.9	CCOC(=O)CSC1=NC(=O)/C(=C\c2ccc(OC(C)=O)cc2)S1
-1	32	0.9	-15	0.7	12	1.3	1.1	0.9	O=C(CCC1COc2ccccc2O1)N1CCCC1 (centres undefined)
-1	40	1.1	6	0.6	19	1.4	0.44	0.8	CCOCCc1nnc(NC(=O)c2cccc(F)c2)s1
-4	43	1	-4	0.6	26	1.1	-0.14	0.7	COc1ccc(C(NC(N)=O)c2ccccc2)cc1 (centres undefined)
-6	31	0.9	-6	0.7	5	1.1	0.33	1	CCn1c(Cn2nnc(-c3ccccc3)n2)nnc1SCC(=O)Nc1ccc(N(C)C)cc1
-3	73*	1.6	15	0.3	72*	.	-1.2	0.3	CC(=O)c1c(C)[nH]c(C(=O)CSc2nnc(-c3cccs3)n2Cc2ccccc2)c1C
.	19	1	.	0.8	39	1.2	-0.14	0.6	Cc1ccc(NC(=O)Cn2cnc3c(cnn3C(C)(C)C)c2=O)cc1
.	25	1	.	0.8	17	1.2	-0.1	0.8	O=C(CN(CC1CCCO1)C(=O)CNS(=O)(=O)c1ccc(Cl)cc1)NCCc1ccccc1 (centres undefined)
-2	71*	0.7	3	0.3	44	.	0.34	0.6	CCC(CC)NC(=O)COC(=O)c1ccc(OCC(=O)Nc2ccccc2OC)c(OC)c1
-6	7	0.9	0	0.9	-16	.	1.1	1.2	Cc1ccc(CNS(=O)(=O)c2cn(C)cn2)cc1
-3	-21	1.1	2	1.2	-12	1	-0.15	1.1	CCn1ncc(C2=NOC(C(=O)N3CCN(c4ccccc4)CC3)C2)c1C (centres undefined)
-1	40	1.3	-6	0.6	23	1.2	0.59	0.8	Cc1ccc(C(C(=O)NCCc2ccccc2)N(C(=O)c2csnn2)C2CC2)o1 (centres undefined)

# Rows are unselected; overall some 31% were active at least once.
